EPAC2 ag: agonists of human EPAC2 (RAPGEF4); Q8WZA2; EPAC2 activation, biochemical qHTS; response scale: 100% = 6.5 mM cAMP response; Potency, µM (top dose mostly 154 µM), for the others: top-dose activation, hits mostly activators; actives 0.079% (n = 360,000); AID 720711; note: potency is the fitted concentration of half-maximal effect; nearly all actives have a fitted effect of over 50% in size
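Exchange assay: 100 nM EPAC2 with 250 nM Rap1B-BODIPY-GDP and 50 uM GDP. Fluorescence (ex 480/em 540 nm) read every 5 min for 30 min at room temperature. Data normalized to 6.5 mM cAMP as agonist control.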
DRD3 antagonist: D3 dopamine receptor (human) antagonism; D3R cells, DiscoveRx beta-arrestin luminescence, antagonist mode; stronger effect = lower value; P35462; max response, negative = inhibition, %; actives 2.5% (n = 360,000); AID 652054; in the data active = max response below about -50%; inconclusive = no clear call, values can overlap the other calls; note: % is set by controls: 0 for no effect and ±100 for the full control effect; mostly tested at two doses, the higher about 12 µM
Target sequence (P35462 whole entry, looked up): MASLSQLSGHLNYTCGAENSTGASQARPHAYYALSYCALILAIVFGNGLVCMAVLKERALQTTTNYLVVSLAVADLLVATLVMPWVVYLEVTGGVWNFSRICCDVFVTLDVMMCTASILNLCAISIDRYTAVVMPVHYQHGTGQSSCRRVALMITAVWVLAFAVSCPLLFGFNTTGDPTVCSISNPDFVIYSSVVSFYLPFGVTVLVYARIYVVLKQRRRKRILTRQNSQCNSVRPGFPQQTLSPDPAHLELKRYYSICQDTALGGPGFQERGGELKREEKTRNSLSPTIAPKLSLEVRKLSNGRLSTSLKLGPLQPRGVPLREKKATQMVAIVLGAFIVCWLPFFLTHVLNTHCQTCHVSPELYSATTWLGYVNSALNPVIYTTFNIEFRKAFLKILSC
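Cells plated overnight at 1500 cells/well, then exposed to library compounds with dopamine controls for 90 minutes at 37 degrees C. DiscoveRx reagent added for 30–60 minutes at room temperature; luminescence read, quantitative HTS format.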
Abeta rescue: A-beta toxicity reversal in yeast; yeast expressing A-beta42, growth rescue, OD600, 48 h; response scale: 0% DMSO, 100% iron-clioquinol control; Potency, µM (titrated, usually from 46.1 µM), without a hit: at the top dose growth rescue, most hits filed as activators; actives 0.063% (n = 410,000); AID 1347071; note: potency is the fitted concentration of half-maximal effect; nearly all actives have a fitted effect of over 55% in size
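Yeast growth medium received pinned compounds, then yeast cells expressing toxic A-beta were added; plates incubated at 30 C for 48 hr. Growth read as absorbance at 600 nm, normalized to DMSO and equimolar FeCl3 plus clioquinol controls.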
DRD3 agonist: agonists of human D3 dopamine receptor; D3R DiscoveRx beta-arrestin cells, luminescence, 90 min; max activation, %; actives 0.58% (n = 410,000); P35462; in the data active = max activation above about 30%; note: 0% is about no effect; mostly tested at two doses, the higher about 12 µM
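Agonist-mode cell screen: cells plated at 1500/well and incubated overnight at 37 °C, then exposed to library compounds for 90 min at 37 °C. Detection reagent was added for 30–60 min at room temperature, and luminescence was read.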
EPAC2 antagonist: EPAC2 (human) antagonism. Q8WZA2. EPAC2 GEF exchange of Rap1B-BODIPY-GDP, fluorescence. Potency, µM (doses to about 114 µM), for inactives: at the top dose activity, negative = inhibition, most hits filed as inhibitors. actives 0.18% (n = 360,000); note: potency is the fitted concentration of half-maximal effect; % is set by controls: 0 for no effect and ±100 for the full control effect; nearly all actives have a fitted effect of over 45% in size; many of its hits are not listed in these tables
aSyn yeast inh: inhibitors of alpha-synuclein toxicity in yeast; AID 652106; Potency, µM (doses to about 46.1 µM), for inactives: at the top dose growth rescue (activation), most hits filed as activators; actives 0.14% (n = 370,000); Yeast expressing alpha-synuclein, growth rescue, BacTiter-Glo, 24 h; note: potency is the fitted concentration of half-maximal effect; % of control where 0% means no effect; nearly all actives have a fitted effect of over 65% in size
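Rescue of yeast growth: cells expressing toxic alpha-synuclein, induced in galactose at OD600 0.02, incubated with compound 24 h at 30 C. ATP luminescence quantified growth; inhibitors of toxicity appear as activators.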
TDP-43 yeast inh: rescues yeast growth from TDP-43 toxicity | TDP-43 expressing yeast growth rescue, BacTiter-Glo, 24 h | Potency, µM (doses to about 46.1 µM), for the others: at the highest dose growth rescue (activation), most hits filed as activators | actives 1.8% (n = 410,000) | AID 652104; note: potency is the fitted concentration of half-maximal effect; % of control where 0% means no effect; nearly all actives have a fitted effect of over 50% in size
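Readout is BacTiter-Glo luminescence of cell growth, so inhibitors register as activators. TDP-43-expressing yeast at OD600=0.02 in galactose medium, after raffinose pregrowth to mid-log, were incubated with compound for 24 hr at 30 deg C.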
FUS suppressor: rescues growth of FUS-expressing yeast; actives 0.24% (n = 390,000); S. cerevisiae FUS-expressing, growth rescue, OD600, 24 h; Potency, µM (top dose mostly 76.6 µM), for the others: top-dose growth rescue (activation), actives largely listed as activators;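 note: potency is the fitted concentration of half-maximal effect; plate controls were DMSO vehicle for no effect and reference control for full effect; nearly all actives have a fitted effect of over 55% in size; some results filed as inactive show a strong effect at the top dose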
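Steps: raffinose overnight preculture; dilution to OD 0.005 in 2% galactose minimal medium; compound addition (concentration series); 24hr at 30C, 99% humidity; absorbance read at 600 nm.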
* marks the source's active call; other numbers are inactive results; ? = inconclusive; . = not tested or not shown; [ ] = dose if it differs, or a comment. Unless noted, calls come from the whole dose curve; as a rule, active = well fitted curve in the direction sought with a large enough effect; inconclusive = small, poorly fitted or top-dose-only effect, or another doubt; inactive = no such curve, though single readings can be large; an effect the other way counts as inactive or inconclusive. The list is partial. The share of hits here may be higher or lower than overall.

Structure	EPAC2 ag	DRD3 antagonist	Abeta rescue	DRD3 agonist	EPAC2 antagonist	aSyn yeast inh	TDP-43 yeast inh	FUS suppressor
Cc1ccc(NC(=O)c2cc(S(=O)(=O)N3CCc4ccccc43)ccc2F)cc1Cl	.	.	-23%	-2	.	.	2%	3%
O=c1[nH]c2ccc(F)cc2[nH]c1=O	2%	7	5%	2	-8%	-9%	-23%	2%
COc1cc([C@H]2OC[C@H]3[C@@H]2CO[C@@H]3c2ccc(O[C@H]3O[C@H](CO)[C@@H](O)[C@H](O)[C@H]3O)c(OC)c2)ccc1O[C@@H]1O[C@H](CO)[C@@H](O)[C@H](O)[C@H]1O	-2%	0	6%	3	8%	-3%	11%	-30%
COc1ccc(OC)c(/C=N/c2oc(-c3ccco3)c(-c3ccco3)c2C#N)c1	-2%	9	-15%	3	-13%	9%	0%	19%
CCN(CC)c1ccc(C(=O)NC(=S)N2CCN(Cc3ccc4c(c3)OCO4)CC2)cc1	12%	?	?	-8	-5%	12%	-3%	4%
COc1ccc(CNC(=O)Nc2nc(C(N)Cc3ccc(C(F)(F)F)cc3)cs2)cc1 (stereo not given)	-6%	23	12%	6	5%	-16%	?	22%
COc1ccc2[nH]c(=O)c(CN(C(=O)C(C)C)c3ccccc3OC)cc2c1	10%	-2	-1%	0	-2%	-1%	-6%	14%
Cc1ccc(C)c(OCc2nc(-c3cccnc3)no2)c1	-27%	7	8%	-5	11%	0%	29%	0%
CCOC(=O)C1=C(C)NC(=O)NC1c1cccnc1 (stereo not given)	-7%	33	33%	-4	13%	3%	17%	-28%
N#Cc1c(-c2ccc(Br)cc2)nc2n(c1=O)CCCS2	7%	-19	-14%	-7	-19%	0%	?	25%
COc1cc(S(=O)(=O)N2CCCCCC2)ccc1-n1cnnn1	10%	-14	-5%	-1	5%	14%	-1%	-8%
COc1cccc(C(=O)Nc2cccc(S(=O)(=O)NC3=NCCC3)c2)c1	6%	2	-9%	1	-9%	6%	10%	-1%
Cc1ccsc1/C=N/NC(=O)Cc1ccc(Cl)cc1	-13%	-21	-1%	-10	-4%	0%	21%	1%
Cn1c(=O)c(=O)n(C)c2cc(N3CCOCC3)c(NS(=O)(=O)c3ccc(Br)cc3)cc21	13%	-5	17%	-1	-1%	-4%	-17%	29%
Oc1cccc(C=NNc2ccccn2)c1	7%	-1	-10%	-3	7%	-7%	7%	.
O=c1[nH]c(Cc2cccs2)nc2ccccc12	-10%	14	14%	-1	7%	-13%	-17%	15%
N#Cc1ccccc1Sc1ccccc1C(=O)OCC(=O)N1CCN(C(=O)c2ccco2)CC1	6%	0	3%	3	19%	-5%	-5%	20%
COc1cc2oc3cc(C)oc(=O)c3c2cc1OC	3%	-23	8%	-4	16%	7%	2%	-28%
CCC(C)C(=O)Nc1cc(C(=O)OC)cc(C(=O)OC)c1 (stereo not given)	-4%	10	6%	5	10%	5%	-2%	8%
Cc1cccc(N(C(=O)c2csnn2)C(C(=O)NC2CCCC2)c2ccncc2)c1 (stereo not given)	1%	-9	-8%	-26	1%	0%	3%	11%
Cc1nc(C(F)(F)F)nc(Nc2ccc(Br)cc2)c1C#N	-27%	9	16%	6	4%	4%	15%	-23%
O=C(Cn1cc([N+](=O)[O-])ccc1=O)NCC1COc2ccccc2O1 (stereo not given)	8%	5	-2%	-2	8%	0%	3%	.
Cc1ccc(C(=O)NC2CCS(=O)(=O)C2)cc1S(=O)(=O)N1CCOCC1 (stereo not given)	-1%	-14	-15%	-1	1%	-3%	-13%	24%
CN(C)c1ccc(Sc2ccc3nc(N)nc(N)c3c2)cc1	5%	28	-8%	-3	-11%	-3%	0%	-3%
Cc1cc(-n2c(C)nc3ccccc3c2=O)ccc1NC(=O)c1ccc(C)c([N+](=O)[O-])c1	.	.	-24%	-22	.	.	5%	8%
COc1cccc(-c2oc3c(c2C(=O)OCCN2CCCCC2)C(O)CCC3)c1 (stereo not given)	1%	-55*	-3%	-12	6%	-6%	11%	1%
CCCCN(CC(=O)NC(C)(C)C)C(=O)C(=O)Nc1ccc2c(c1)OCCO2	8%	13	-9%	2	-9%	-1%	-5%	-3%
COc1ccc(C2C(C(=O)N3CCCCC3)CCC(=O)N2c2cc(OC)c(OC)c(OC)c2)cc1 (stereo not given)	-4%	-5	6%	3	11%	-5%	7%	25%
CCN(CC(=O)Nc1c(F)cccc1F)C(=O)C(C)SCc1nc2sc(C)c(C)c2c(=O)[nH]1 (stereo not given)	0%	-11	-8%	-6	14%	-2%	11%	.
COc1ccccc1-c1c(C)c(C)nc(N)c1C#N	1%	-1	12%	0	1%	1%	7%	8%

Other structures:
Structure	EPAC2 ag	DRD3 antagonist	Abeta rescue	DRD3 agonist	EPAC2 antagonist	aSyn yeast inh	TDP-43 yeast inh	FUS suppressor
O=C(Cn1cc(S(=O)(=O)c2ccccc2)c(=O)c2cc(Cl)ccc21)Nc1ccc2c(c1)OCO2	.	.	-4%	-1	.	.	24%	-22%
O=C1NC(=O)C2(N1)C(=O)c1cccc3cccc2c13 (stereo not given)	?	24	-11%	7	59%[activator]	-17%	20%	19%
CN(Cc1nc(-c2cccs2)no1)CC1(N2CCOCC2)CCCCC1	11%	-7	13%	6	-5%	9%	9%	2%
COc1cc(NC(=O)CN(C)Cc2cccc(F)c2)c(C)cc1[N+](=O)[O-]	-5%	12	22%	3	2%	1%	25%	20%
Cn1c(=O)c2c(-c3ccccc3)n3c(c2n(C)c1=O)C(c1ccccc1[N+](=O)[O-])Nc1ccccc1-3 (stereo not given)	.	.	-23%	4	.	.	?	34%
CC(=O)Nc1cc(-c2ccc(C(=O)N3CCOCC3)cc2)cn2c(-c3cccc(C(F)(F)F)c3)cnc12	-1%	12	2%	4	15%	7%	?	30%
CCCCN(C(=O)c1cc(S(=O)(=O)N2CCCCCC2)ccc1OC)c1ccccc1	4%	17	0%	3	-5%	7%	-3%	31%
O=S(=O)(CCNCCc1ccccc1)NC1CCCCC1	0%	-84*	1%	-42	-5%	0%	21%	-7%
Cn1ccnc1CC(O)(c1ccccc1)c1ccccc1	1%	-2	10%	-4	-2%	-2%	-11%	-7%
O=C(COC(=O)Cc1ccc(Cl)cc1)Nc1cc(S(=O)(=O)N2CCOCC2)ccc1N1CCCC1	-3%	9	29%	1	-4%	4%	-3%	30%
CCCc1nc2n[nH]c(N)c2c2c1COC(C)(C)C2	3%	-22	-6%	0	17%	-2%	-25%	20%
Cc1ccc(S(=O)(=O)N2CCCC2C(=O)O)cc1 (stereo not given)	2%	14	8%	1	10%	-2%	-7%	-8%
COc1ccccc1NC(=O)Cn1c(=O)n(C)c(=O)c2sc3c(c21)COC(C)(C)C3	14%	?	-40%	0	9%	0%	9%	5%
O=C(OCC(=O)N1CCOCC1)c1ccc(N2CCOCC2)c([N+](=O)[O-])c1	-1%	9	3%	-2	-8%	-2%	8%[9.22 µM]	6%
O=C(Nc1ccccc1Br)c1ccc(OC(=S)N2CCOCC2)cc1	8%	3	-4%	2	11%	0%	6%	7%
CN(CC(=O)Nc1ccc(C#N)cc1)Cc1ccc(Cl)cc1Cl	9%	-18	23%	3	-4%	13%	17%	7%
C/C=C/CSc1nc2c(c(=O)[nH]c(=O)n2C)n1C(C)C	3%	17	4%	-1	7%	-14%	3%	-14%
CCCCNC(=O)C1C(c2ccc(C(F)(F)F)cc2)=Nc2ccccc2N1C(=O)c1cccc(C(F)(F)F)c1 (stereo not given)	-10%	22	11%	1	-9%	5%	24%	-6%
CCCCCCOC(=O)c1ccc(N)cc1	-5%	6	-29%	1	?	2%	13µM*	22%
O=C(CN1C(=O)NC2(CCCC2)C1=O)NCCc1ccc(F)cc1	9%	13	5%	-6	-2%	-4%	19%	-1%
CC(C)(C)Nc1nc2nonc2nc1NC(C)(C)C	16%	-12	9%	-2	-3%	-15%	-13%	-28%
CSc1ncnc2c1ncn2CCCNCC(c1ccccc1)c1ccccc1	6%	?	12%	-9	-1%	0%	17%	6%
O=Nc1c(O)n(Cc2cccc(Cl)c2)c2ccccc12	7%	1	-91%[inhibitor]	0	-14%	10%	?	2%
CC(=O)c1c(C)[nH]c(C(=O)OCC(=O)Nc2cc(S(=O)(=O)N3CCCC3)ccc2Cl)c1C	0%	54	-3%	-2	2%	7%	10%	.
COc1ccccc1/C=C1\SC(=S)N(CCC(=O)NNC(=O)c2ccccc2OC)C1=O	18%	-16	-7%	-11	1%	1%	11%	-15%
CCOc1ccc(CNC(=O)c2ccccc2NC(=O)c2nsc3ccccc23)cc1	.	.	-9%	-17	.	.	7%	7%
CCOc1ccc2nc3c(cc2c1)CN(CCCO)C(=NCCOC)S3	4%	-8	-21%	1	-2%	14%	?	26%
COc1ccccc1N(C(=O)c1snc(C(N)=O)c1N)C(C(=O)NCCC(C)C)c1ccco1 (stereo not given)	-9%	-3	-1%	1	3%	0%	-13%	13%
Cn1c(=O)[nH]c(=O)c2c1nc(Br)n2CC(O)COc1ccccc1 (stereo not given)	8%	7	14%	-1	8%	1%	-13%	16%
CN(C)Cc1ccccc1-c1cccc2nccn12	0%	0	-13%	-8	2%	-2%	13%	-18%
CCOC(=O)c1cccc(NS(=O)(=O)c2c(C)[nH]c(=O)[nH]c2=O)c1	4%	25	9%	9	4%	-9%	-3%	13%
CCc1ccc(C2CC(=O)c3c([nH]c(C(=O)OC4CCCCCC4)c3C)C2)cc1 (stereo not given)	.	.	-5%	-7	.	.	18%	-12%

Another view of three compounds above:
Values run as follows: EPAC2 ag | DRD3 antagonist | Abeta rescue | DRD3 agonist | EPAC2 antagonist | aSyn yeast inh | TDP-43 yeast inh | FUS suppressor
O=C(OCC(=O)N1CCOCC1)c1ccc(N2CCOCC2)c([N+](=O)[O-])c1
 : -1% | 9 | 3% | -2 | -8% | -2% | 8%[9.22 µM] | 6%
O=C(Nc1ccccc1Br)c1ccc(OC(=S)N2CCOCC2)cc1
 : 8% | 3 | -4% | 2 | 11% | 0% | 6% | 7%
CN(CC(=O)Nc1ccc(C#N)cc1)Cc1ccc(Cl)cc1Cl
 : 9% | -18 | 23% | 3 | -4% | 13% | 17% | 7%
